# Bioassay records as filed in PubChem.
# Hep lipid drop: modulators of hepatic lipid droplet formation; AML12 mouse hepatocytes, oleate lipid droplets, BODIPY imaging; inhibition, % at 6.5 µM; 0.4% of 240,000 active; AID 1656;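 active means lipid droplet intensity inhibited by at least 50%, with more than 500 cells counted; inconclusive means wells with under 300 cells, treated as cytotoxic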
#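 Technique: fluorescence imaging, 20x objective, two fields per well / Assay system: AML12 hepatocytes (mouse) / Measure: % inhibition of lipid droplet signal / Doses: 6.5 µM single-point dosing / Incubation: overnight exposure / Reagent: 100 µM oleic acid challenge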
# T cell HTS: modulates CD8 T cell binding to vesicles | 2C CD8+ T cell-vesicle binding, flow cytometry; hits give low values | calls only at 7 µM | 0.068% of 330,000 active;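 active means response, share of CD8 T cells binding vesicles, and their 90th percentile fluorescence all below set limits, cut at about 80% in these data, passing the limit was not always enough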
#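 Read-out – percent CD8+ FL2 mean versus row control · System – murine 2C transgenic CD8+ T lymphocytes · Times – 1.5 h cell–vesicle binding at 37 °C, then 20 min icy labelling · Control set – naked vesicles low, QL9 vesicles with vehicle high · Detection – cytometric PE anti-B7-1 and Alexa647 anti-CD8 signals after 1% paraformaldehyde fixation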
# Myeloid diff MLP: myeloid differentiation induction; calls only at 10 µM; AID 624256; 1% of 360,000 active; ER-HoxA9 myeloid progenitors, lysozyme-GFP differentiation, flow cytometry;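 active means normalized GFP-positive differentiation at or above the plate's own cutoff, the solvent-only control mean plus 3 SD; inconclusive means no clear call, values can overlap the other calls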;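 further: cells exposed to compound for four days before flow analysis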
# Hep lipid drop cells 6.5 µM: recorded beside Hep lipid drop, whose call it bears; cell count; measured here: cell count, cytotoxicity flag;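 cells counted across two imaged fields per well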
# T cell HTS vesicle-bound %: also measured in T cell HTS; calls as there; double positive events, %; measured here: CD8+ vesicle-bound cell fraction;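 binding gate set so that unloaded-vesicle control wells show 10% double positive cells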
# Myeloid diff MLP GFP+ MAC1+ %: further read-out of Myeloid diff MLP, marked with its call; GFP+ MAC1+ double positive, %; measured here: differentiation confirmed by MAC1 staining
# * hit, by the source's call; i = inactive; ? = inconclusive; nt = no result given.
SMILES,Hep lipid drop,Hep lipid drop cells 6.5 µM,T cell HTS,T cell HTS vesicle-bound %,Myeloid diff MLP,Myeloid diff MLP GFP+ MAC1+ %
COc1cc(OC)cc(C(=O)NC(=S)Nc2ccc3oc(=O)ccc3c2)c1,2,699,i,14,i,2.1
CCOc1cccc(C(=O)NC2=NCCS2)c1,-3,821,i,48,i,0.3
S=C(NCCCCNC(=S)NCc1ccccc1)NCc1ccccc1,-7,836,i,28,i,1.1
O=C(Nc1ccccn1)c1cc2ccccc2cc1O,2,830,i,24,i,2.1
Cc1c(Cl)cccc1NC(=O)Nc1c(C)n(C)n(-c2ccccc2)c1=O,0,669,i,66,i,0.9
COc1cc(C(=S)N2CCOCC2)cc(OC)c1OS(=O)(=O)c1ccc(C)cc1,-24,850,i,42,i,0.4
CCN1CCN(C(=O)C2CCC(=O)N(CCCN3CCCC3=O)C2)CC1 (centres undefined),-12,746,i,5,?,nt
O=C(NCCCn1ccnc1)/C(=C\c1ccc(Br)cc1)NC(=O)c1ccccc1F,-13,648,i,7,i,1.5
CC(=O)Nc1cccc(NC(=O)CSc2nnc(NC(=O)C3CC3)s2)c1,2,872,i,70,i,0.8
Cc1cc(C)c(C)c(S(=O)(=O)N2CCC(C(=O)N3CCCCCCC3)CC2)c1C,-41,813,i,23,i,3.5
NC(=O)C1CCN(C(=O)c2ccc3c(=O)n(Cc4ccco4)c(SCc4ccc([N+](=O)[O-])cc4)nc3c2)CC1,-15,670,i,16,?,nt
CC(=O)c1ccc(N2CCN(C(=O)c3c(-c4ccccc4Cl)noc3C)CC2)cc1,21,691,i,67,i,1.7
CCOc1cc(/C=N/n2c(COc3ccccc3)n[nH]c2=S)ccc1O,-7,852,i,6,i,1.2
COC(=O)c1ccc(CNC(=O)N2CCN(S(=O)(=O)c3ccc(C)cc3)CC2)cc1,-3,766,i,15,i,0.3
Cc1ccc(S(=O)(=O)Nc2ccc(C(=O)NCc3ccncc3)cc2)cc1,-12,678,i,17,i,3.7
COc1ccccc1/C=N/NC(=O)c1cc2c(ccc3ccccc32)o1,-2,710,i,17,?,nt
O=C1CCC(C(=O)N2CCC(O)CC2)CN1CCc1ccc(Cl)cc1 (centres undefined),-4,703,i,10,i,0.4
COc1ccc(N(CC(=O)Nc2cc(Cl)ccc2OC)S(=O)(=O)c2c(C)[nH]c(=O)[nH]c2=O)cc1,9,728,i,3,i,1.3
COc1ccccc1N1CCN(C(=O)C2CCC(CNS(=O)(=O)c3ccc(NC(C)=O)cc3)CC2)CC1 (centres undefined),-27,797,i,19,i,0.5
CCN(CC)CCCNC(=S)N(CCCO)Cc1cc2cc3c(cc2[nH]c1=O)OCO3,-1,824,i,58,i,0.6
O=C1NN(c2cccc(Br)c2)C(=O)/C1=C\c1ccccc1,-13,822,i,54,i,0.2
CC(C)(C)c1ccc(C(=O)N2CCC(C(=O)NC3CCCCCC3)CC2)cc1,-3,826,i,22,i,1.6
COc1ccccc1NC(=O)c1sc2ncn(CC(=O)N3CCC(C)CC3)c(=O)c2c1C,0,758,i,12,i,0.0
C=CCNC(=O)CSc1nc2sc3c(c2c(=O)n1CCCOC)CCC3,-7,770,i,20,i,0.6
CCN1CCN(S(=O)(=O)c2ccc(OC)cc2)CC1,10,803,i,56,i,0.3

# Entries of single compounds as entered above. Screens in order: Hep lipid drop	Hep lipid drop cells 6.5 µM	T cell HTS	T cell HTS vesicle-bound %	Myeloid diff MLP	Myeloid diff MLP GFP+ MAC1+ %
# Profile of `COc1ccccc1NC(=O)c1sc2ncn(CC(=O)N3CCC(C)CC3)c(=O)c2c1C` = 0	758	i	12	i	0.0
# Profile of `CC(=O)Nc1cccc(NC(=O)CSc2nnc(NC(=O)C3CC3)s2)c1` = 2	872	i	70	i	0.8
# Profile of `Cc1c(Cl)cccc1NC(=O)Nc1c(C)n(C)n(-c2ccccc2)c1=O` = 0	669	i	66	i	0.9
# Profile of `S=C(NCCCCNC(=S)NCc1ccccc1)NCc1ccccc1` = -7	836	i	28	i	1.1
# Profile of `O=C1CCC(C(=O)N2CCC(O)CC2)CN1CCc1ccc(Cl)cc1` (centres undefined) = -4	703	i	10	i	0.4

# (further entries)
SMILES,Hep lipid drop,Hep lipid drop cells 6.5 µM,T cell HTS,T cell HTS vesicle-bound %,Myeloid diff MLP,Myeloid diff MLP GFP+ MAC1+ %
O=C(NCc1ccccc1Cl)C1CCCN(C(=O)Nc2ccc(F)cc2)C1 (centres undefined),8,769,i,11,i,0.5
Cc1ccc(C(=O)Nc2c(N)nc(SCC(=O)Nc3cc(C)on3)[nH]c2=O)cc1,-3,821,i,8,i,0.8
CC(C)n1c(SCC(=O)NC2CC2)nnc1C1CC1,10,830,i,24,i,0.6
O=C(COc1ccc(Br)cc1)NCCCNC(=O)c1cccnc1,0,872,i,63,i,1.7
COC(=O)c1c(NC(=O)C(=O)NCC2CCCO2)sc2c1CC(C)(C)OC2 (centres undefined),-37,684,i,10,i,4.5
Cc1cc(C(=O)Nc2cc(C(F)(F)F)ccc2N2CCOCC2)no1,18,818,i,24,i,2.1
COc1cc(NS(=O)(=O)c2cc3c(cc2C)NC(=O)CO3)cc(OC)c1,15,758,i,4,i,1.5
O=C(CCCCCN1C(=O)c2cccc([N+](=O)[O-])c2C1=O)Nc1ccccc1F,2,815,i,62,i,0.8
CC1CN(C(=O)CS(=O)(=O)Cc2ccccc2)CC(C)O1 (centres undefined),-8,827,i,24,i,0.5
CC(C)C(OC(=O)CN1C(=O)COc2ccccc21)C(=O)NC1CCCCC1 (centres undefined),2,773,i,46,i,1.9
CC(Oc1ccc2ccc(=O)oc2c1)C(=O)NC(Cc1c[nH]c2ccc(O)cc12)C(=O)O (centres undefined),-8,779,i,39,i,2.6
COc1ccc(CCNC(=O)Nc2cc(F)c(F)cc2Cl)cc1OC,-8,821,i,59,i,0.7
CC12CC3CC(C)(C1)CC(C(O)CN1CCOCC1)(C3)C2 (centres undefined),2,872,i,39,i,0.3
Cc1cccc(N(CC(=O)NC2CCCC2)C(=O)CCC(=O)Nc2cc(C)on2)c1,3,760,i,9,i,2.1
CCNc1c(NC(=O)c2ccc3c(c2)OCO3)c(=O)oc2ccccc12,13,693,i,2,i,0.4
CNC(=O)COc1coc(CN2CCN(c3ccccc3)CC2)cc1=O,12,712,i,29,i,2.2
COc1cccc(-n2c(SCC(N)=O)nnc2-c2ccco2)c1,-9,790,i,61,i,1.0
Cc1ccc(-c2nc(CS(=O)(=O)CC(=O)NC3CCCCCC3)c(C)o2)cc1,-9,747,i,21,i,8.6
O=C(c1ccc2c(=O)n3c(nc2c1)CCCCC3)N1CCN(c2cccc(Cl)c2)CC1,3,768,i,44,i,9.8
O=C(Nc1ccccc1C(=O)NCC1CCCO1)c1ccc(Cl)cc1 (centres undefined),11,853,i,55,i,1.3
COc1cccc2c1Oc1ncccc1N(C(=O)CCC(=O)NCc1ccccc1F)C2,-2,691,i,56,i,0.7
CCNC(=S)N(CCN(C)C)Cc1cc2cc3c(cc2[nH]c1=O)OCO3,0,790,i,43,i,1.6
Cc1c(Cl)cccc1NC(=O)CCN1CCN(CCO)CC1,15,815,i,52,i,0.5
O=C(NC1CC1)C1CCN(C2CCN(C(=O)c3ccc(C(F)(F)F)cc3)CC2)CC1,-23,717,i,14,i,0.0
Cc1cc(C(=O)N2CCC(CO)(Cc3cccc(C(F)(F)F)c3)CC2)n[nH]1,4,702,i,19,i,1.1

# In another format: two of the compounds above
SMILES	Hep lipid drop	Hep lipid drop cells 6.5 µM	T cell HTS	T cell HTS vesicle-bound %	Myeloid diff MLP	Myeloid diff MLP GFP+ MAC1+ %
O=C(Nc1ccccc1C(=O)NCC1CCCO1)c1ccc(Cl)cc1 (centres undefined)	11	853	i	55	i	1.3
O=C(CCCCCN1C(=O)c2cccc([N+](=O)[O-])c2C1=O)Nc1ccccc1F	2	815	i	62	i	0.8

# Other compounds.
SMILES,Hep lipid drop,Hep lipid drop cells 6.5 µM,T cell HTS,T cell HTS vesicle-bound %,Myeloid diff MLP,Myeloid diff MLP GFP+ MAC1+ %
O=C(CNC(=O)[C@@H]1Cc2ccccc2CN1)NC1CCCCC1,-1,725,i,27,?,nt
CSCc1ccc(C(=O)N2CCC(CCC(=O)N(C)Cc3ccccc3)CC2)o1,-15,795,i,73,i,0.6
O=C(NC(Cc1ccc(O)cc1)C(=O)O)/C(=C/c1ccccc1)NC(=O)c1ccccc1 (centres undefined),-12,834,i,71,i,4.6
Cc1ccn2c(C(=O)NNC(=O)Nc3ccc(Cl)cc3)c(C)nc2c1,4,683,i,12,i,1.0
COc1ccc(C(=O)Nc2ccccc2N2CCCC2)cc1,-5,859,i,16,i,1.1
COc1cccc(/C=C/c2nc(S(=O)(=O)c3ccccc3)c(N(C)C)o2)c1,-14,736,i,27,i,1.1
Cc1c(CCC(=O)N[C@@H](CC(C)C)C(=O)O)c(=O)oc2cc3oc4c(c3cc12)CCCC4,1,829,i,57,i,0.5
C=CCN1CCN(C(=O)c2cc3c(s2)CCCC3)CC1,-6,815,i,32,i,1.2
CCc1ccc(NC(=O)c2cnc(SC)nc2C)cc1,-4,824,i,24,i,0.6
O=C(Nc1ccc(S(=O)(=O)Nc2ncccn2)cc1)C(F)(F)F,-2,808,i,64,i,1.0
Cc1ccc(NC(=O)CCn2c(=O)c3cccn3c3ccccc32)c(C)c1,-5,751,i,5,i,3.7
COc1ccc(C)cc1NC(=O)c1nn(C)c(C(=O)Nc2cc(C)ccc2OC)c1[N+](=O)[O-],-26,798,i,30,i,0.8
CCc1ccc(C2=CSC3=NCCN23)cc1,2,859,i,37,i,0.4
C/C(=N\Nc1nc(C)cc(-c2ccccc2)n1)c1cccc(N)c1,7,797,i,49,i,0.5
O=C(CSc1nnc(CNC(=O)c2ccco2)o1)Nc1cccc(F)c1,17,704,i,51,i,0.8
NC(=O)c1nsc(C(=O)N(Cc2ccco2)C(C(=O)NCC2CCCO2)c2ccc(O)cc2)c1N (centres undefined),7,816,i,38,i,1.0
Cc1ccccc1OCC(=O)N/N=C1\CC(=O)CC(C)(C)C1,-10,657,i,12,i,1.6
CCS(=O)(=O)N1CCC(c2nc3ccccc3[nH]2)CC1,-2,779,i,9,i,0.2
CC(C)CCNC(=O)C1CCN(S(=O)(=O)c2ccc(-n3cnnn3)cc2)CC1,-6,797,i,40,i,5.8
CCOC(=O)COn1c(=O)c(-c2ccc(Br)cc2)[n+]([O-])c2ccccc21,4,850,i,29,i,0.7
Cc1cc2c(cc1S(=O)(=O)NCC(C)c1ccccc1)n(C)c(=O)c(=O)n2C (centres undefined),39,738,i,45,?,nt
CSc1nsc(SCC(=O)Nc2ccc(C(=O)O)cc2)n1,8,807,i,34,i,2.2
COc1ccccc1N1CCN(C(=O)CCS(=O)(=O)c2ccc3c(c2)NC(=O)C(C)S3)CC1 (centres undefined),-39,747,i,12,i,5.0
O=C(O)c1cccc(-n2cccc2/C=C2/SC(=O)N(CC(=O)N3CCCC3)C2=O)c1,2,803,i,17,i,0.5
CCn1c(=O)c2c(nc3n2CCCN3Cc2ccccc2)n(C)c1=O,28,714,i,26,i,0.3

# (continued)
SMILES,Hep lipid drop,Hep lipid drop cells 6.5 µM,T cell HTS,T cell HTS vesicle-bound %,Myeloid diff MLP,Myeloid diff MLP GFP+ MAC1+ %
CN(c1ccccc1C(=O)Nc1ccccc1-c1ccccc1)S(C)(=O)=O,-1,838,i,59,i,0.5
CCCN(CC(=O)Nc1ccccc1C)C(=O)c1ccc(COc2ccccc2)cc1,12,843,i,49,i,0.5
COc1cccc(C(CC(=O)O)NS(=O)(=O)c2ccc3c(c2)N(C(C)=O)CC(C)O3)c1 (centres undefined),22,720,i,41,i,0.6
CC(=O)N1CCOc2ccc(S(=O)(=O)N3CCCC(C)C3)cc21 (centres undefined),-20,678,i,31,i,1.5
COc1ccc(-n2c(N)cc(=O)nc2SCC(=O)N2CCN(c3ccccc3)CC2)cc1,-1,832,i,44,i,1.0
O=C(CCN1C(=O)C2C3CCC(C3)C2C1=O)OCC(=O)c1ccc(Cl)cc1 (centres undefined),24,704,i,14,i,0.4
CC(=O)N1CCc2cc(S(=O)(=O)NC(C(=O)NC(C)c3ccccc3)C(C)C)ccc21 (centres undefined),8,714,i,12,i,2.1
CCOC(=O)N1C(=O)[C@](CC)(c2ccccc2)N1C(=O)OCC,1,778,i,8,i,1.9
Cc1cc(F)ccc1S(=O)(=O)N1CCCOC1CNC(=O)C(=O)NCCc1ccccc1 (centres undefined),-1,687,i,9,i,0.9
CC(C)(CN1CCOCC1)NS(=O)(=O)c1ccccc1,10,829,i,32,i,0.2
CC(=O)Nc1ccc(NC(=O)CN2C(=O)COc3ccc(S(=O)(=O)N4CCCCC4)cc32)cc1,-4,644,i,27,i,1.5
COc1ccc(CNC(=S)NC2CCCCC2)cc1,-4,835,i,48,i,1.0
NC(=O)c1cnn2c(-c3ccc(Cl)cc3Cl)ccnc12,-4,769,i,71,i,0.4

# The list is partial; rates above refer to the full screens.
